# E coli Lon inh – inhibits E. coli Lon protease. inhibition, % at 7.94 µM. hit rate 0.42% among 360,000. purified E. coli Lon protease, fluorescence polarization. P0A9M0; in the data active means inhibition above about 13%, passing the limit was not always enough;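 further: 0% = enzyme with probe and DMSO and 100% = no enzyme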
# MsrA inhibitor – inhibits bovine methionine sulfoxide reductase A | purified bovine MsrA, absorbance read-out | inhibition, % at 15.5 µM | hit rate 0.75% among 360,000 | AID 651718; in the data active means inhibition above about 4.5%;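 further: 0% = vehicle wells with enzyme and 100% = reference inhibitor wells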
# MLLE-PAM2 inh – inhibitors of microRNA-mediated deadenylation, human PABP1 MLLE binding; inhibition, % at 20 µM; GST-MLLE / FITC-PAM2 fluorescence polarization; AID 588489; P11940; hit rate 0.36% among 360,000; in the data active means inhibition above about 35%, passing the limit was not always enough;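 further: plate controls were DMSO wells with GST-MLLE for no effect and wells lacking GST-MLLE protein for full effect; some results filed as inactive read as strong as hits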
# Rin1-Abl PPI inh – blocks binding of human Rin1 to Abl; P00519+Q13671; TR-FRET Rin1/Abl binding, biochemical; hit rate 0.4% among 360,000; inhibition, % at 7.35 µM; AID 588664; in the data active means inhibition above about 5%, passing the limit was not always enough
# bovine MsrA act – activates bovine MsrA enzyme; purified bovine MsrA, absorbance read-out; activation, % at 10.6 µM; hit rate 0.3% among 360,000; AID 602163; in the data active means activation above about 7.5%;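 further: 0% = vehicle and 100% = reference activator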
# MT1-MMP act inh – inhibitors of human MT1-MMP activation. P50281. HT1080 RFP-PRO-GFP cells, GFP/RFP ratio fluorescence, overnight; percent of plate control window, DMSO zero. GFP/RFP ratio change, % at 20 µM. hit rate 0.061% among 360,000. AID 651647;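 active means GFP/RFP ratio change of at least 30% with cell ATP level not reduced by more than half and red fluorescence within 50% of control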; further: strong numbers were not always called active
#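 Test system: HT1080 cells expressing an RFP-PRO-GFP fluorescent reporter construct / Compound dosing: single-point 20 µM compound, 1% DMSO / Schedule: cells overnight before dosing, compound overnight, 37 °C, 5% CO2 / Evaluation: GFP/RFP fluorescence ratio / Control set: DMSO and RFP-L50D-GFP cell wells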
# FAS TE block – blocks the thioesterase domain of human fatty acid synthase | P49327 | inhibition, % at 15 µM | recombinant FAS-TE, OMFH fluorogenic substrate, fluorescence endpoint | hit rate 0.67% among 360,000;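 active means compounds whose normalised, plate-corrected inhibition of enzyme fluorescence in the single-dose primary screen is 50% or more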;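 further: 0% = DMSO with enzyme and 100% = substrate without enzyme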
# CSN deneddyl inh – blocks human CSN-mediated cullin deneddylation. Q92905. Purified CSN, SCF-Nedd8-OG deneddylation, fluorescence polarization. inhibition, % at 12.5 µM. hit rate 0.38% among 360,000. AID 651999;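 active means pattern-corrected inhibition above about 35%, with an unprinted fluorescence ratio check between 0.5 and 1.5, limit read from the data, passing the limit was not always enough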;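 further: 0% = enzyme with substrate and 100% = substrate without enzyme; some results filed as inactive read as strong as hits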
#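 Assay system: purified human Csn5 enzyme expressed in HEK293T cells; Input: 0.24 nM Csn5 enzyme, final concentration; Reagent: 10 nM SCFSkp2-Nedd8OG; Compound dosing: 12.5 µM single point; Times: reaction 90 min, room temperature; Technique: fluorescence polarization readout.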
# Rpn11 block – Rpn11 (human) deubiquitinase inhibition; calls only at 20 µM; human 26S proteasome, Ub4-pepOG fluorescence polarization; 20S core pre-blocked with epoxomicin; AID 588493; hit rate 0.59% among 360,000;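 active means inhibition at 20 µM, scaled to each plate's controls, above about 33%, limit read from the data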
# The depositor's hits bear a star; i = inactive.
SMILES,E coli Lon inh,MsrA inhibitor,MLLE-PAM2 inh,Rin1-Abl PPI inh,bovine MsrA act,MT1-MMP act inh,FAS TE block,CSN deneddyl inh,Rpn11 block
O=c1cc(N2CCN(c3ccccc3F)CC2)[nH]c(=O)n1-c1ccc(Br)cc1,-2,1.2,3,1,-6,2,-7,3,i
CCc1sc(C(=O)Nc2nccs2)cc1C,-5,2.2,1,-1,-6,2,-4,-1,i
O=[N+]([O-])c1ccc(Cc2ccncc2)cc1,-3,0.7,-6,1,-14,0,0,-3,i
CC(C)N(C#N)c1nc(N2CCOCC2)nc(N2CCOCC2)n1,-2,0.2,7,1,17*,2,2,-3,i
CC(C)[C@H](NC(=O)c1cccc(CN(Cc2ccccc2)C(=O)/C=C/c2ccccc2)c1)C(=O)O,0,-1.8,12,1,-8,1,0,3,i
CC(C)Sc1sc(C(=O)O)c(-c2ccc(Cl)cc2)c1C#N,0,-1.7,15,-2,-3,0,-26,4,i
CCOC(=O)c1cccnc1SCC(=O)NC(C)CC (stereo not given),2,0.1,7,-1,-14,4,-3,4,i
COc1ccccc1C(=O)NCCC(=O)N(C)CC(=O)Nc1c(Cl)cccc1Cl,-3,-0.6,11,3,-8,-4,-6,2,i
CC1(C)CC(=O)C=C(NNC(=O)c2ccc(N)cc2)C1,-5,0.5,3,0,-2,2,-18,4,i
CCC(=O)NCCSc1c[nH]c2ccccc12,4,-0.3,5,-2,4,0,-7,2,i
COC(=O)c1c(C)[nH]c(C(=O)C(C)OC(=O)c2ccco2)c1C (stereo not given),2,0.2,8,3,-3,8,-2,2,i
CC(=O)N1C(C)(C)CC(=NOC(=O)c2ccc(C)cc2)CC1(C)C,-18,0.8,-22,2,3,-2,-8,-1,i
CCOc1ccc(/C=N/NC(=O)c2ccncc2)cc1OC,3,3.0,-16,0,-3,3,-5,-7,i
Cn1c(=O)c(=O)n(C)c2cc(S(=O)(=O)Nc3ccc4c(c3)OCCO4)ccc21,-4,1.5,-4,-1,0,2,-10,-2,i
O=C(COC(=O)CCSc1ccccc1)NCc1ccc(F)cc1,-4,-1.6,13,-5,-2,-1,-4,5,i

# 3 entries drawn at random from the list so far:
SMILES,E coli Lon inh,MsrA inhibitor,MLLE-PAM2 inh,Rin1-Abl PPI inh,bovine MsrA act,MT1-MMP act inh,FAS TE block,CSN deneddyl inh,Rpn11 block
COc1ccccc1C(=O)NCCC(=O)N(C)CC(=O)Nc1c(Cl)cccc1Cl,-3,-0.6,11,3,-8,-4,-6,2,i
O=C(COC(=O)CCSc1ccccc1)NCc1ccc(F)cc1,-4,-1.6,13,-5,-2,-1,-4,5,i
CC(=O)N1C(C)(C)CC(=NOC(=O)c2ccc(C)cc2)CC1(C)C,-18,0.8,-22,2,3,-2,-8,-1,i

# Further structures follow.
SMILES,E coli Lon inh,MsrA inhibitor,MLLE-PAM2 inh,Rin1-Abl PPI inh,bovine MsrA act,MT1-MMP act inh,FAS TE block,CSN deneddyl inh,Rpn11 block
CC(C)(C)[C@@H]1CCC(=O)N(CC[C@H](N=[N+]=[N-])c2ccccc2)CC1,-3,0.4,-5,-1,1,-4,12,1,i
CC#CCN1C(=O)N[C@@H](c2ccccc2)C(C(=O)OC)=C1C,8,-0.9,-7,2,-2,5,-14,-6,i
O=C(c1cc(C(=O)N2CCCC2)cc([N+](=O)[O-])c1)N1CCCC1,5,1.0,-7,2,-6,1,-7,0,i
Nn1c(Cc2cccc3ccccc23)nnc1SCc1ccc(Cl)c(Cl)c1,10,1.1,-37,1,0,-1,18,-4,i
CC(C)CC(=O)NCCCCc1ccccc1,-1,0.0,3,3,-5,1,-9,-20,i
Cc1cccc(CCNC(=O)CCc2c(C)nc3ncnn3c2C)c1,5,0.6,-5,4,-4,-1,-8,-1,i
Cc1ccc(Cl)cc1N(CC(=O)Nc1cccc(N(C)S(C)(=O)=O)c1)S(C)(=O)=O,-4,0.3,5,5,-4,-8,2,8,i
Cc1cc(NC(=O)c2ccc3c(c2)OCCO3)ccc1NC(=O)c1cc2ccccc2o1,4,0.1,-3,0,1,4,27,1,i
O=C(CN1C(=O)NC2(CCCc3ccccc32)C1=O)N1CCN(c2cccc(C(F)(F)F)c2)CC1 (stereo not given),-10,-0.7,2,0,0,7,-7,-7,i
Cc1ccc(C)c(CS(=O)(=O)c2cn(CC(=O)N3CCC(C)CC3)c3ccccc23)c1,4,1.6,1,-1,-1,0,11,-4,i
O=C(CS(=O)(=O)c1ccccc1)Nc1ccccc1Br,9,-0.7,-5,-1,-3,2,-4,1,i
COc1ccc(S(=O)(=O)N2CCCC(C(=O)NCCC(C)C)C2)cc1 (stereo not given),-5,0.6,6,2,-4,-6,-1,2,i
NC(=S)N1OC[C@@H]2COc3ccc4ccccc4c3[C@@H]21,-12,0.1,23,4,-3,2,-2,-7,i
CCN1CCN(c2ncnc3c2sc2nc(N4CCOCC4)c4c(c23)CCC4)CC1,3,0.5,9,-2,0,-1,-3,-2,i
CCc1cc(-c2[nH]ncc2-c2nc3ccccc3n2C)c(O)cc1O,-6,2.2,-5,1,-4,-1,-37,-3,i

# Structures listed above shown as hits in bovine MsrA act:
smiles,E coli Lon inh,MsrA inhibitor,MLLE-PAM2 inh,Rin1-Abl PPI inh,bovine MsrA act,MT1-MMP act inh,CSN deneddyl inh,Rpn11 block
CC(C)N(C#N)c1nc(N2CCOCC2)nc(N2CCOCC2)n1,-2,0.2,7,1,17*,2,-3,i

# Continued.
SMILES,E coli Lon inh,MsrA inhibitor,MLLE-PAM2 inh,Rin1-Abl PPI inh,bovine MsrA act,MT1-MMP act inh,FAS TE block,CSN deneddyl inh,Rpn11 block
Cc1ccc(NC(=O)CCn2nc(C)cc2C)cc1,1,-0.6,-7,0,0,1,-5,-2,i
CCOc1ccc(C(=O)Nc2cccc(-c3ccc4nncn4n3)c2)cc1,-13,-1.0,-5,-4,-5,6,2,0,i
O=C(CNC(=S)N(Cc1ccccc1F)C1CCCCC1)NCC1CCCO1 (stereo not given),1,-0.8,-161,-1,5,0,-3,-5,i
C/C(=N\Nc1nncc2ccccc12)c1cccc(OC(F)F)c1,-3,-0.8,7,-1,-3,0,6,4,i
Cc1ccc2nc(N3CCN(C(=O)CCCC(=O)O)CC3)nc(-c3ccccc3)c2c1,-3,0.7,-2,-2,-2,-10,-1,5,i
N#CCCN(C(=O)c1cc2c(s1)-c1ccccc1S(=O)(=O)C2)c1ccccc1,-9,1.5,4,4,-1,-3,16,3,i
O=[N+]([O-])c1ccccc1S(=O)(=O)Nc1cccc(S(=O)(=O)N2CCCC2)c1,-2,0.8,18,1,-1,2,2,3,i
CC(C)OCCCNC(=O)Cn1ccc2cc(S(=O)(=O)N3CCCCCC3)ccc21,2,-0.5,7,-6,-1,3,0,-3,i
CCc1cccc2c(C(=O)COC(=O)c3cccc(S(=O)(=O)N(C)C4CCCCC4)c3)c[nH]c12,-1,-0.1,-2,-1,-3,0,1,-7,i
O=C(O)c1nn(CCSc2ccccc2F)c(=O)c2ccccc12,11,-0.3,-1,0,-6,3,-4,-1,i
CN1CCN(C(=S)Nc2cccc(C(F)(F)F)c2)CC1,-2,-0.7,-40,1,-3,-2,-7,-14,i
O=C(O)[C@H]1CCC(=O)N1Cc1ccco1,-13,0.8,5,0,-5,4,-7,2,i
CCCOC(=O)c1c(NC(=O)C2C3C=CC(C3)C2C(=O)O)sc2c1CCC(C)C2 (stereo not given),3,0.8,30,1,-2,2,4,0,i
C/C(CC(=O)NC(C)C)=N\NC(=O)C(c1ccccc1)c1ccccc1,1,-0.4,6,-2,-2,-3,7,-1,i
CCN(CC)CCN(C(=O)c1ccc(S(=O)(=O)N(C)C2CCCCC2)cc1)c1nc2ccc(OC)cc2s1,-1,0.1,0,1,-2,-3,24,2,i
CCOc1ccc(NC(=O)CN(C)C(=O)Cn2c(=O)cnc3ccccc32)cc1OCC,1,-0.2,9,1,-1,-1,-6,5,i
O=C(CS(=O)(=O)Cc1ccccc1)NCc1ccco1,1,1.7,-9,1,-9,-4,-8,-3,i
O=C(NCCN1CCOCC1)c1cc2c(=O)n3ccccc3nc2n1Cc1ccccc1,-3,0.8,-10,-10,-5,2,-4,6,i
N/C(=N\OC(=O)c1ccccc1Cl)c1ccc(Cl)cc1,-1,0.1,4,0,-3,-1,6,-1,i
CN1OC[C@@H]2CN(S(=O)(=O)c3cccc(C(F)(F)F)c3)[C@H](c3ccc(-c4cccnc4)cc3)C[C@@H]21,-1,-1.4,-1,-1,-1,-2,14,1,i
CC(=O)Nc1nonc1C(=O)N1CCC(C)CC1,0,-0.8,3,2,1,1,-5,-4,i
COC(=O)CSCC(=O)Nc1nnc(-c2ccccc2C)s1,-11,-1.1,-10,-3,-1,-10,-8,5,i
O=C(Nc1ccc2c(c1)OCO2)c1ccccc1,-3,-0.9,3,0,-1,1,-3,6,i
CCc1cc(CNC(=O)CC2C(=O)NCCN2Cc2ccc(-c3ccccc3)cc2)on1 (stereo not given),-2,0.1,1,1,1,-2,0,0,i
CCN1CCCC1CNC(=O)c1cc(NC(C)=O)c(N(C)C)cc1OC (stereo not given),-10,1.7,-5,1,-5,2,-7,-6,i
O=S(=O)(/C=C/c1ccccc1)n1cnc2ccccc21,-1,-0.7,13,3,-2,-2,-4,3,i
O=C(NNS(=O)(=O)c1ccccc1)c1sccc1-n1cccc1,2,-0.4,-17,-1,0,12,-4,-1,i
COc1ccc(C)cc1N(C)C(=O)c1coc(=O)c2ccccc12,5,1.7,-1,2,-12,5,3,-1,i
COc1ccc(CCN(C)CC(=O)Nc2c(C)cc(C)cc2C)cc1OC,7,-1.5,-9,-1,-12,4,-8,3,i
C=C1c2c(Cl)ccc(O)c2C(O)=C2C(=O)[C@]3(O)C(O)=C(C(N)=O)C(=O)[C@@H](N(C)C)[C@@H]3[C@@H](O)C12 (stereo not given in full),6,2.3,17,21*,-7,-17,-3,46,i
CC1(c2ccc(Cl)cc2)NC(=O)N(CC(=O)NCc2cccs2)C1=O (stereo not given),-10,0.1,-9,-5,-6,-1,-6,6,i
C=CCSc1nc2ccccc2n1C(=O)/C=C/c1cc(OC)c(OC)c(OC)c1,4,0.4,-3,-1,-6,-16,2,17,i
C=CC[C@H](CC(=O)OC(C)(C)C)C(=O)OC[C@@H]1CCCN1C(=O)[C@H](CC=C)CC(=O)N[C@H](CO)Cc1ccccc1,4,-0.4,13,4,1,10,-5,2,i
O=S1(=O)NC[C@]23C[C@H](c4ccc(F)cc4)[C@@H](C[C@@H]21)O3,2,0.2,-12,-1,-2,-1,-3,0,i
COc1cccc(N2CCN(Cc3nc(N)nc(Nc4ccccc4)n3)CC2)c1,-5,-0.8,-13,4,-4,23,-2,-1,i
CN1C(=O)[C@H]2[C@@H](C3CC3)N3C(=O)CN(CC4CC4)C(=O)[C@@]3(C)[C@H]2C1=O,-6,1.3,-2,2,-2,0,-9,-1,i
N#Cc1ccccc1NC(=O)COC(=O)C1CCN(C(=O)c2ccc(Cl)cc2)CC1,-1,-1.3,2,2,-3,-1,-7,0,i
COc1ccc(NC(=O)c2c3c(nc4ccccc24)CCC3)cc1S(=O)(=O)N1CCOCC1,-1,0.1,-15,0,-10,-3,-4,0,i
C[C@@H]1O[C@@H](O[C@H]2[C@H](Oc3cc(O)c4c(c3)OC(c3ccc(O)cc3)CC4=O)O[C@H](CO)[C@@H](O)[C@@H]2O)[C@H](O)[C@H](O)[C@H]1O (stereo not given in full),-6,-0.2,4,-1,-5,3,-3,-4,i
CCOC(=O)c1ccc(NC(=O)c2cccc(S(=O)(=O)N3c4ccccc4CC3C)c2)s1 (stereo not given),0,0.6,5,-1,-4,-27,21,-10,i

# Screening data as filed in PubChem BioAssay.
